# Screening data (PubChem)
# G6PDH counter – counter-screen for G6PDH assay hits: L. mesenteroides G6PDH inhibition. hit rate 0.12% among 200,000. inhibition, % at 5 µM. Purified L. mesenteroides G6PDH, diaphorase/resazurin coupled fluorescence, 45 min; in the data active means inhibition above about 50%
# FLuc inhib CS – Photinus pyralis luciferase inhibition counter-screen; hit rate 1.5% among 200,000; P08659; ATPLite firefly luciferase biochemical luminescence, 10 min; AID 1006; inhibition, % at 10 µM;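 active means inhibition above about 50% when tested at 10 µM, limit read from the data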
# Diaphorase act – diaphorase activation or chemical reduction counter-screen; hit rate 0.005% among 190,000; Diaphorase/resazurin coupled assay, resorufin fluorescence, 16 min; stronger effect = higher value; 1 = vehicle wells, 0 = NADH-free wells; activation factor at 20 µM;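 active means diaphorase activity raised at least twofold by the compound at 20 µM; inactive means activation factor below 2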
#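 Assay system: Purified diaphorase enzyme from Clostridium kluyveri | Amount: Enzyme 0.07 U/mL final | Dosing: Compound 20 µM once, DMSO 1% | Timing: 16 min reaction at room temperature | Detection: Fluorescence, excitation 544 nm and emission 590 nm | Evaluation: Higher resorufin formation from activation or reduction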
# Diaph inh CS – diaphorase inhibition or chemical oxidation counter-screen | diaphorase resazurin-to-resorufin fluorescence, NADH, 16 min; bacterial (C. kluyveri) enzyme, not human | inhibition, % at 20 µM | hit rate 0.69% among 190,000;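 active means primary screen inhibition at 20 µM above a set limit, cut at about 50% in these data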;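 further: plate controls were DMSO with full reaction for no effect and wells lacking NADH for full effect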
#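 Assay system: diaphorase enzyme from Clostridium kluyveri; Input: enzyme working solution with 0.14 U/mL diaphorase; Timing: 16 min at room temperature; Technique: resorufin fluorescence, excitation 544 nm, emission 590 nm; Benchmarks: positive control minus NADH, DMSO neutral control.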
# APP 5'UTR act – APP 5'UTR luciferase reporter activation. AID 1276. hit rate 1% among 190,000. activation, % at 2 µM. SH-SY5Y APP 5'UTR luciferase reporter, luminescence; zero percent = DMSO vehicle wells;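 active means activation above a set limit, based on mean plus 3 SD of controls, cut at about 140% in these data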; further: values of inactives mirror those of a sister screen read the other way
# FLuc stim CS – firefly luciferase counter-screen for stimulation assays; activation factor at 10 µM; AID 1027; 200,000 tested, under 10 active; ATPlite luciferase biochemical, luminescence, 10 min; 0 = ATP-free wells, 1 = DMSO control;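 active means luciferase activation factor, scaled between plate controls, of at least 2 with compound at 10 µM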
#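 Assay system: Luciferase/luciferin reagent mix; Medium: PBS as buffer for the ATP substrate; Dosing: test compounds dosed from 2 mM stocks in 100% DMSO; Times: 10 min, room temperature; Signal: luminescence from luciferase reaction; Read-out: luciferase activation; Controls: No-ATP low control, compound-free enzyme-plus-ATP high control.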
# NF-kB neuron act – NF-kB expression increase, human neuronal cells; NF-kB reporter expression; stronger effect = higher value; fold change at 12.5 µM; hit rate 1.6% among 190,000; AID 1239; in the data active means fold change above about 3.3
# TLR4 MyD88 comp – blocks binding of human TLR4 to MyD88; inhibition, % at 8.4 µM; hit rate 0.18% among 200,000; HeLa CL3-4 TLR4/MyD88 BLA complementation, FRET ratio; in the data active means inhibition above about 25%;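 further: 0% = vehicle and 100% = reference inhibitor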
# Target sequence (O00206 whole entry, looked up): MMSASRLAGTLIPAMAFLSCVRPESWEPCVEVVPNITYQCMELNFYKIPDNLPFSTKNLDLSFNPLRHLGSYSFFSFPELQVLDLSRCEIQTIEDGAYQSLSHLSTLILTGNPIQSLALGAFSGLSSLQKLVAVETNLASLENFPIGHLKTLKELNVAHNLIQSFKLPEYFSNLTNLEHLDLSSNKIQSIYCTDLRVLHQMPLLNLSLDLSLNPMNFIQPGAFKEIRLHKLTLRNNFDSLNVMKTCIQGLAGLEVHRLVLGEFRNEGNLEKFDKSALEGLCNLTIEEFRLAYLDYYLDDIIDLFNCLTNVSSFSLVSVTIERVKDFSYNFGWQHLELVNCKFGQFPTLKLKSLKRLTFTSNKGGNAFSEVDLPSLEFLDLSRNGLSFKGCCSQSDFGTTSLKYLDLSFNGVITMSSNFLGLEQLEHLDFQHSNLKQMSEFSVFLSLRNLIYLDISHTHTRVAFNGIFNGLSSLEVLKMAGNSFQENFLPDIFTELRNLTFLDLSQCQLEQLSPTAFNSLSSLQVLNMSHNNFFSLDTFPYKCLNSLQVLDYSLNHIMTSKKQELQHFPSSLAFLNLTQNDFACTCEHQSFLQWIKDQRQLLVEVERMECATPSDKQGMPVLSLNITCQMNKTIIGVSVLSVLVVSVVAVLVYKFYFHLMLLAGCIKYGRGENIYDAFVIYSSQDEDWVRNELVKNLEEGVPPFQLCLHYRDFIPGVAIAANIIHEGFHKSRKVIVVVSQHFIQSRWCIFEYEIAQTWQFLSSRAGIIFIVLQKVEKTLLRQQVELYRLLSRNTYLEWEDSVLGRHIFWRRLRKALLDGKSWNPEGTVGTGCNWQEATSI
# Target sequence (Q99836 whole entry, looked up): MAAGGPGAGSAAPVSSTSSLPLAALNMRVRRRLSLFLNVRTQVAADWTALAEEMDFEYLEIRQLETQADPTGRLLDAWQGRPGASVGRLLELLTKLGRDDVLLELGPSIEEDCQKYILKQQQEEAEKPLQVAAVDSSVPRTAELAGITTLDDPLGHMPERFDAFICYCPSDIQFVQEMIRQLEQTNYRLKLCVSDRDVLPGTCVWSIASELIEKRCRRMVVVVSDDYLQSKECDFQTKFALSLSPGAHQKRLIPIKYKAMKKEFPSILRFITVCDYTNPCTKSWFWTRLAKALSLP
# APP 5UTR inh – APP translation inhibition; AID 1285; inhibition, % at 2 µM; SH-SY5Y APP 5'UTR-luciferase reporter, luminescence; hit rate 0.82% among 190,000;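 active means inhibition above a set limit, derived from the sample mean plus 3 SD, cut at about 45% in these data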; further: values of inactives mirror those of a sister screen read the other way
# STAT1 act – activators of IFN-gamma induced STAT1 signaling; NIH 3T3 STAT1-luciferase reporter, luminescence; 100% = IFN-gamma alone, no compound; activation (% of control), % at 5.5 µM; hit rate 2.6% among 200,000;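 active means activation above the screen-wide mean activation plus 3 SD, cut at about 130% in these data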;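 further: raw ratio to IFN-gamma control signal so 100% means no change and 0% no light; values of inactives mirror those of a sister screen read the other way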
# An asterisk follows results filed as active; · = not tested or not shown.
SMILES,G6PDH counter,FLuc inhib CS,Diaphorase act,Diaph inh CS,APP 5'UTR act,FLuc stim CS,NF-kB neuron act,TLR4 MyD88 comp,APP 5UTR inh,STAT1 act
Cn1nc(C(=O)N2CCc3ccccc3C2)c2ccccc2c1=O,25,5,1,-2,4,1,1,8,-4,102
COc1ccc(/C=C2/N=C(c3cccs3)OC2=O)cc1OC(C)C,-6,16,0.9,11,-22,0.8,1.4,10,22,100
O=C(CN(C(=O)c1ccccc1Cl)C1CCCCC1)Nc1ccc(Cl)c([N+](=O)[O-])c1,5,-8,0.9,13,4,1.1,0.88,11,-4,108
CCSc1nc(C2CC2)cc(-c2cccs2)c1C#N,-3,-8,0.8,16,19,1.1,0.87,8,-19,113
Cn1ccnc1SCC(=O)c1cc2ccccc2o1,4,3,0.8,20,43,1,1.6,14,-43,113
CCOc1cc(S(=O)(=O)NC2CC(C)(C)NC(C)(C)C2)ccc1F,1,-18,1,4,10,1.2,0.88,8,-10,97
Cc1nc2sc(C(c3ccco3)N3CCN(c4ccccc4F)CC3)c(O)n2n1 (centres undefined),3,-10,0.9,12,-5,1.1,1.1,8,5,94
Cc1ccc(NC(=O)COC(=O)C(NS(=O)(=O)c2ccc(Cl)cc2)C(C)O)c(Br)c1 (centres undefined),14,0,0.9,13,-13,1,1,2,13,102
CCOCCCNCC(=O)NC1(C)C2CCC(C2)C1(C)C (centres undefined),0,-3,0.8,17,1,1,0.93,0,-1,93
O=C(Cc1cccs1)N(c1ccc(Br)cc1)C1C=CS(=O)(=O)C1 (centres undefined),2,-6,0.9,9,26,1.1,1.3,0,-26,101
COc1cc(C(=O)Nc2ccc(C(C)=O)cc2)c(Br)c(OC)c1OC,7,-2,0.9,13,18,1,1.6,0,-18,111
COc1ccc(OC)c(/C=C/C(=O)OCC(=O)Nc2ccc(Cl)c(S(=O)(=O)N(C)C)c2)c1,6,2,0.8,21,-2,1,1.5,10,2,108
O=C(Nc1ccn(Cc2ccccc2F)n1)c1ccc(COc2cccc(Br)c2)cc1,-1,4,0.8,22,29,1,2.1,-5,-29,80
CCc1nnc(NC(=O)/C=C/c2ccco2)s1,-14,0,0.8,17,44,1,2.1,-3,-44,123
COc1cc(OC)c(N2CC34C=CC(O3)C(C(=O)O)C4C2=O)cc1Cl (centres undefined),-3,-5,0.8,16,21,1.1,1.4,10,-21,102
CC1CCCC(C)N1C(=O)c1cc(F)c(F)cc1Cl (centres undefined),-4,-11,0.8,16,2,1.1,1.1,-6,-2,100
CC(=O)c1ccc(NC(=O)CCNS(=O)(=O)c2cccc3nonc23)cc1,-2,-4,1,3,-20,1,1.5,3,20,87
O=C(/C=C/c1ccccc1)NCCSCc1ccc(Cl)cc1,2,-4,0.9,10,-7,1,1,-5,7,100
CCc1ccc(-c2nc(CN3CCC(C(=O)NCCc4ccc(OC)c(OC)c4)CC3)c(C)o2)cc1,2,-2,1,1,-9,1,0.57,-5,9,99
Cc1ccc(NC(=O)c2sc3ccccc3c2Cl)nc1,5,80*,1,0,192*,0.2,3.2,-5,-192,128
C/C(=N\OCC(=O)NC12CC3CC(CC(C3)C1)C2)c1cc2ccccc2o1,-26,5,0.9,9,5,0.9,0.98,-9,-5,97
CCOC(=O)c1ccc(NCc2ccncc2)cc1,·,·,·,·,24,·,·,6,-24,89
COc1cccc(NC2C=CS(=O)(=O)C2)c1 (centres undefined),8,-2,0.9,12,10,1,1.1,-8,-10,98
CCC(=O)NC(C)C(c1cccs1)N1CCN(Cc2ccccc2)CC1 (centres undefined),-7,-7,0.9,6,-1,1.1,0.9,7,1,93
CCCN(CCC)S(=O)(=O)c1ccc(C(=O)Nc2nc3c(s2)CCc2ccccc2-3)cc1,-4,-3,1,0,-12,1,0.96,18,12,99
# Further compounds
SMILES,G6PDH counter,FLuc inhib CS,Diaphorase act,Diaph inh CS,APP 5'UTR act,FLuc stim CS,NF-kB neuron act,TLR4 MyD88 comp,APP 5UTR inh,STAT1 act
CCC(=O)Nc1ccc(Cl)c(NC(=S)NC(=O)COc2ccccc2)c1,-8,-8,0.9,9,5,1.1,0.99,3,-5,104
CC(=O)c1c(C)[nH]c(C(=O)CSc2nnc(-c3ccco3)n2Cc2ccccc2)c1C,2,-8,0.8,23,9,1.1,0.44,3,-9,92
Cc1cccc(C)c1NC(=O)C1(N2C(=O)CC2c2ccccc2)CCCCC1 (centres undefined),5,-8,0.9,12,-16,1.1,0.95,-14,16,101
O=C(NC12CC3CC(CC(C3)C1)C2)N1CCN(c2ncccn2)CC1,7,-5,0.9,8,-1,1.1,1.2,6,1,102
O=C(N/N=C/c1ccc(Br)cc1)c1ccc(Br)o1,-3,58*,1,2,65,0.4,3.5*,-8,-65,159*
COc1ccc(NC(=O)C(CCSC)NC(N)=O)cc1NS(=O)(=O)c1ccc(F)cc1 (centres undefined),1,-5,0.8,20,-4,1.1,1.2,-6,4,99
Cc1ccc(S(=O)(=O)NCCSCc2ccco2)cc1,9,-6,0.8,22,-10,1.1,0.97,-2,10,96
CCOC1(C(F)(F)F)NC(=O)N(Cc2ccc(OC)cc2)C1=O (centres undefined),0,-1,1,5,10,1,0.95,-1,-10,97
COc1cccc(N2CC(O)=C(c3nc4ccccc4s3)C2=N)c1,13,5,·,·,-88,1,1.3,-7,88*,128
CCO[C@H]1OC(C(=O)N2CCN(Cc3ccc4c(c3)OCO4)CC2)=C[C@@H](c2csc3ccccc23)[C@@H]1CCCO,8,-5,0.7,32,-15,1,0.66,-6,15,103
CN=C(Nc1cc(C)nn1CCC#N)c1ccccc1F,1,-7,0.9,11,2,1.1,0.85,6,-2,106
O=C(c1cc2n(n1)C(C(F)(F)F)CC(c1ccc(F)cc1)N2)N1CCCC1 (centres undefined),4,0,0.9,11,6,1,1.2,-3,-6,94
C[C@@H]1CN(c2c(F)c(N)c3c(=O)c(C(=O)O)cn(C4CC4)c3c2F)C[C@H](C)N1,18,3,0.8,22,·,1,·,·,·,·
C/C(N)=C(/C#N)C(=O)CSc1nc2ccccc2[nH]1,4,9,0.9,8,18,0.9,2.1,-9,-18,126
O=C(Cn1cccc1C(=O)c1ccccc1)NCc1cccnc1,4,-8,0.9,6,17,1.1,0.99,1,-17,100
CCn1cc(C(=O)NCCCN2CCCC2)c(=O)c2cc(S(=O)(=O)N3CCc4ccccc4C3)ccc21,8,-6,0.9,7,-21,1.1,0.77,-1,21,95
COc1ccccc1NC(=O)CC(NCc1ccccc1)C(=O)O (centres undefined),1,-6,1,2,-2,1.1,1.4,3,2,101
CCC(C)NC(=S)NNC(=O)c1ccncc1 (centres undefined),2,-2,1.1,-11,10,1,1.1,-1,-10,102
C/C(=N\N(Cc1ccccc1)c1ccccc1)c1ccncc1,0,-7,0.9,8,10,1.1,1.1,7,-10,91
Cc1cc(-n2c(SCc3ccccc3F)nc3n[nH]c(C)c3c2=N)ccc1Cl,-2,-6,0.9,6,0,1.1,1.1,-5,0,115
COc1ccc(C(=O)N2CCN(C(=O)c3ccco3)CC2)cc1OC,20,-10,0.8,15,3,1.1,1.2,-2,-3,101
O=C(Nc1ccccc1)Nc1cccc(C(F)(F)F)c1,-2,6,1,-2,28,0.9,1.5,-15,-28,91
OCC1(CCOc2ccccc2)CCN(Cc2cccn2-c2ncccn2)CC1,1,-2,0.8,22,-19,1,·,-9,19,98
CN(C)c1ccc(N2C(=O)CC(Nc3ccc(N4CCOCC4)cc3)C2=O)cc1 (centres undefined),1,-6,0.8,22,23,1.1,1.1,-10,-23,102
CCCCOc1ccc(C(=O)Nn2c(-c3cccs3)nc3ccccc3c2=O)cc1,-1,-4,0.9,14,2,1,1.2,3,-2,95

# Retrieved by compound from above (5):
SMILES,G6PDH counter,FLuc inhib CS,Diaphorase act,Diaph inh CS,APP 5'UTR act,FLuc stim CS,NF-kB neuron act,TLR4 MyD88 comp,APP 5UTR inh,STAT1 act
C/C(=N\N(Cc1ccccc1)c1ccccc1)c1ccncc1,0,-7,0.9,8,10,1.1,1.1,7,-10,91
CN(C)c1ccc(N2C(=O)CC(Nc3ccc(N4CCOCC4)cc3)C2=O)cc1 (centres undefined),1,-6,0.8,22,23,1.1,1.1,-10,-23,102
C[C@@H]1CN(c2c(F)c(N)c3c(=O)c(C(=O)O)cn(C4CC4)c3c2F)C[C@H](C)N1,18,3,0.8,22,·,1,·,·,·,·
O=C(Nc1ccccc1)Nc1cccc(C(F)(F)F)c1,-2,6,1,-2,28,0.9,1.5,-15,-28,91
COc1ccccc1NC(=O)CC(NCc1ccccc1)C(=O)O (centres undefined),1,-6,1,2,-2,1.1,1.4,3,2,101

# Next results.
SMILES,G6PDH counter,FLuc inhib CS,Diaphorase act,Diaph inh CS,APP 5'UTR act,FLuc stim CS,NF-kB neuron act,TLR4 MyD88 comp,APP 5UTR inh,STAT1 act
COc1ccc(CN2CCNC(=O)C2CC(=O)NCCSc2nccn2C)cc1OC (centres undefined),10,-4,1,5,-9,1,1.2,8,9,107
Cc1cc(=O)oc2cc(OCc3cc4c(cc3Cl)OCO4)ccc12,5,3,1.2,-15,11,1,1.3,-1,-11,101
Cc1ccccc1OCC(=O)Nc1cccc(N(C)S(C)(=O)=O)c1,-6,11,0.9,13,4,0.9,1.3,0,-4,104
CC(=O)c1ccc(N2C(=O)[C@@H]3C(CCC(N)=O)NC4(C(=O)Nc5c4ccc(Cl)c5C)[C@@H]3C2=O)cc1 (some centres undefined),5,-9,0.8,16,0,1.1,0.96,1,0,86
Cc1[nH]nc2c1C(c1ccco1)C(C#N)=C(N)O2 (centres undefined),10,-4,1,0,3,1,0.91,3,-3,99
CCCc1nnc(NC(=O)Nc2ccc(OC)cc2)s1,0,-8,1,5,11,1.1,1.5,3,-11,106
COc1cccc(-c2noc(C(C)n3nc(C)c([N+](=O)[O-])c3C)n2)c1 (centres undefined),8,-10,0.9,9,8,1.1,1.4,-13,-8,106
O=C(Nc1ccc2c(c1)OCO2)c1ccc(S(=O)(=O)NCC2CCCO2)cc1 (centres undefined),12,-4,0.9,11,-4,1,0.71,5,4,94
Cc1cccc2cc(CN(Cc3ccco3)C(c3nnnn3CCc3ccccc3)C(C)C)c(=O)[nH]c12 (centres undefined),3,-6,0.9,12,-3,1.1,0.67,-3,2,98
COc1ccc(-n2cnnc2SCC(=O)NC2CCCc3ccccc32)cc1 (centres undefined),2,-2,0.8,19,-10,1,0.89,-5,10,92
CCC(C)NC(=O)CO/N=C/c1ccc(C(=O)OC)cc1 (centres undefined),-2,-3,0.9,7,15,1,1.2,8,-15,101
O=C(CCC1CCCC1)NCc1ccccn1,14,-2,0.9,15,-4,1,0.95,15,4,97
CCOC(=O)N1CCN(C(=O)Cc2c(C(=O)O)n(C)c3ccccc23)CC1,6,-3,0.9,10,-1,1,0.97,1,1,91
C=CCn1c(-c2ccc(OC)cc2)nc2nc3ccccc3nc21,3,6,0.8,19,21,0.9,0.86,5,-21,112
